High-throughput results (PubChem)
TWEAK Fn14 block – inhibitors of TWEAK-Fn14 signaling, primary screen, luciferase reporter cells, uHTS | TWEAK-stimulated Fn14 reporter cells, luciferase luminescence, 8 h | inhibition, % at 10 µM | 360,000 compounds, 2% hits | AID 1159606, 2016; in the data active = inhibition above about 50%
CF NFkB block – inhibitors of PAF-induced NF-kB signaling, primary screen, cell-based, GFP fluorescence, uHTS; AID 588850, 2011; KKLEB NF-kB-GFP reporter, GFP fluorescence overnight; 360,000 compounds, 0.86% hits; inhibition, % at 5 µM;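 active = at least 50% inhibition at 5 µM, scaled per plate between neutral and stimulator controls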;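 also: PAF is a Pseudomonas aeruginosa culture filtrate used as stimulus; plate controls were PAF-stimulated DMSO wells for no effect and unstimulated DMSO wells for full effect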
LMP1 NFkB inh – EBV LMP1-driven NF-kappaB luciferase reporter inhibitors, primary screen, cell-based, luminescence, single point | LMP1-induced NF-kappaB luciferase reporter cells | inhibition, % at 12.5 µM | 350,000 compounds, 0.69% hits; in the data active = inhibition above about 41%;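 also: 0% = neutral control wells and 100% = reference inhibitor control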
SRC1 inh – SRC1 coactivator transcriptional activity inhibitors, primary screen, cell-based, luminescence | HEK293 GAL4-SRC1 luciferase reporter | Nuclear receptor coactivator 1 (Homo sapiens), Q15788 | AID 588354, 2011 | 360,000 compounds, 0.12% hits | inhibition, % at 3.6 µM;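 active = inhibition above the campaign mean plus 3 SD, with each screening campaign given its own cutoff, cut at about 60% in these data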;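 also: 0% = DMSO treated cells and 100% = gossypol at 36 µM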
KKLEB cytotox – cytotoxicity in KKLEB CF airway cells, primary screen, cytotoxicity control for CF NF-kB inhibitor project, cell-based, uHTS, fluorescence assay plates. KKLEB CF airway cells viability, ATPlite luminescence, overnight; hits give low values; cells stimulated with P. aeruginosa culture filtrate. activity change (cytotoxicity), % at 5 µM. 360,000 compounds, 0.36% hits;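 active = corrected activity change at or below -50% at 5 µM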
NCOA3 inh – SRC3 coactivator transcriptional activity inhibitors, primary screen, cell-based, luminescence. inhibition, % at 3.6 µM. HEK293 GAL4-SRC3 luciferase reporter. Nuclear receptor coactivator 3 (Homo sapiens), Q9Y6Q9. 360,000 compounds, 0.17% hits;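 active = inhibition above a per-campaign cutoff, the mean of all compounds plus 3 SD, cut at about 60% in these data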;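 also: 0% = DMSO-treated cells and 100% = gossypol-treated cells at 36 µM; higher means less SRC3-driven luciferase light from the GAL4 reporter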
NR5A2 inv ag – LRH-1 (NR5A2) inverse agonists, primary screen, cell-based, luminescence, HEK293T, StAR-luciferase reporter; LRH-1 transfected, 24 h; inhibition, % at 3.6 µM; 360,000 compounds, 0.13% hits; AID 602396, 2012;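 active = inhibition above the mean inhibition of all tested compounds plus 3 SD, cut at about 73% in these data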;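 also: 0% = DMSO wells and 100% = reporter-only cells lacking LRH-1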
Shn3 inh set2 – reduction of Shn3 3'UTR firefly luciferase signal, primary screen, Schnurri-3 inhibitor project, cell-based, Clone20 osteoblasts, set 2 | Clone20 osteoblast Shn3 3'UTR firefly luciferase, 24 h | inhibition, % at 12.5 µM | 360,000 compounds, 0.52% hits | AID 588674, 2011;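 active = mean inhibition of at least 75% with every replicate also reaching 75%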;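 also: 0% = median of neutral control wells and 100% = pilot-screen positive control compound; some compounds past the cut are filed as inactive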
TROY signal inh – inhibitors of TROY-driven NF-kB signaling, primary screen, Q293 LMP1-TROYcd cells, NF-kB luciferase, uHTS; Q293 LMP1-TROYcd NF-kB luciferase reporter, 4 h; inhibition, % at 10 µM; 360,000 compounds, 0.98% hits;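 active = compounds whose plate-normalised and pattern-corrected inhibition of the luciferase reporter signal at the single screening dose is 50% or more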
TRAIL sens C8 – viability loss with TRAIL in NB7+C8 cells, primary screen, TRAIL sensitizer project, cell-based, ATPlite luminescence. inhibition (viability loss, TRAIL sensitization), % at 10 µM. 360,000 compounds, 1% hits. AID 624354, 2012;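 active = compounds causing at least 50% loss of cell viability in the single-dose screen, relative to plate controls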
COUP-TFII inh – NR2F2 transcriptional activity inhibitors, primary screen, cell-based, luciferase reporter, HEK293T, luminescence; COUP transcription factor 2 (Homo sapiens), P24468; HEK293T NGFI-A luciferase reporter; inhibition, % at 8.6 µM; 370,000 compounds, 0.7% hits;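 active = inhibition above a per-plate cutoff, mean inhibition of test wells between control levels plus 3 SD, cut at about 38% in these data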;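 also: cells cotransfected with COUP-TFII expression vector driving the NGFI-A reporter; 0% = median of COUP-TF2 test wells and 100% = reporter-only cells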
Target sequence (P24468 whole entry, looked up): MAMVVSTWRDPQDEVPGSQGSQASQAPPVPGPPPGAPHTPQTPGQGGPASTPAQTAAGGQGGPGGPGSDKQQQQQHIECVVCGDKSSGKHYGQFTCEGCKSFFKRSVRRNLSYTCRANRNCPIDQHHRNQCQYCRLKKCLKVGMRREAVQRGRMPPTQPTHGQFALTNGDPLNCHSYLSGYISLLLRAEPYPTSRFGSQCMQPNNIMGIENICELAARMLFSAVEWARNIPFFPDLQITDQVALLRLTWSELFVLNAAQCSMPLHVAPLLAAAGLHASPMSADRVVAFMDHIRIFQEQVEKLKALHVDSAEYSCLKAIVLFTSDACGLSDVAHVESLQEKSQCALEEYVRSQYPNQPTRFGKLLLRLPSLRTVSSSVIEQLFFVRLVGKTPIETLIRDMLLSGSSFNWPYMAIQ
* hit, by the source's call; . = not tested or not shown. These rows are one share of the data. The share of hits here may be higher or lower than overall.

SMILES	TWEAK Fn14 block	CF NFkB block	LMP1 NFkB inh	SRC1 inh	KKLEB cytotox	NCOA3 inh	NR5A2 inv ag	Shn3 inh set2	TROY signal inh	TRAIL sens C8	COUP-TFII inh
Cc1cccc(NC(=O)C2COc3ccccc3O2)c1 (stereo unspecified)	-8.5	5.4	-3.7	-36.9	8.3	-38.9	-83.9	-36.3	-48.4	6.6	-26.3
CCOc1ccc(N/C(N)=N/c2nc(CSc3nnc(C)s3)cc(=O)[nH]2)cc1	-13.2	16.6	4.2	-17.1	8.1	17.3	24.6	42.9	31.1	26.1	-1.2
COc1ccc2c(c1)c(C(=O)CN1CCCCC1)c(C)n2C	-10.1	-3.8	6.5	4.3	-14.9	16.2	-15.6	4.7	-17.7	2.4	0.6
CSc1ccccc1NC(=O)Cn1nc([N+](=O)[O-])c(Cl)c1C	4.7	3.2	-0.3	1.1	-1.0	9.4	-1.2	29.5	15.5	2.8	13.7
CC(C)(C)C(=O)C(CO)(Oc1ccc(Cl)cc1)n1cncn1 (stereo unspecified)	3.8	-2.5	7.5	15.3	13.5	3.6	16.1	-11.4	.	4.9	8.1
CCc1nc(NCCCN2CCOCC2)c2oc3ccccc3c2n1	37.7	-9.0	4.3	8.8	-6.9	-0.4	13.9	8.8	.	-3.9	6.4
O=C(CN1C(=O)COc2ccccc21)NCCCN1CCCC1	-0.3	-40.0	-2.0	7.8	14.4	23.9	4.3	-7.5	10.6	-15.9	-4.5
COc1ccc(NC2=NCC(=O)N2c2ccccc2F)c(OC)c1	22.7	-14.6	1.2	-0.1	5.9	14.1	-0.1	-4.0	7.2	2.8	0.5
Nc1ccccc1SCc1cn2ccccc2n1	34.9	-11.4	-7.5	-133.4	1.6	-84.1	-133.2	-6.0	-8.9	15.8	-31.2
O=C(Nc1ccccc1-c1nc2ccccc2s1)c1cccnc1Cl	-17.7	-41.0	-4.6	-2.1	-2.8	6.0	3.9	-2.1	-27.2	-2.3	7.3
Cc1cccc(C)c1NC(=O)/C(C#N)=C/c1ccsc1	-0.7	2.8	12.7	8.2	-9.6	22.0	-8.0	14.0	-11.0	-11.9	-6.9
COc1cccc(Nc2nc(N)c([N+](=O)[O-])c(NCc3ccco3)n2)c1	25.2	-11.6	.	-6.7	0.6	-0.3	-23.1	-1.8	27.1	-13.1	-15.5
COc1ccccc1C1CCN(Cc2ccc(Cl)cc2Cl)CC1	-19.1	-1.3	12.8	-34.3	6.6	8.7	-4.0	-2.8	-10.1	-1.2	29.8
Oc1ccc(Cl)cc1C=Nc1ccccc1Br	4.4	-9.1	5.5	-14.6	4.5	6.0	-5.4	-19.3	-3.3	2.4	1.1
Cc1cc(S(=O)(=O)NC2CCCCC2)ccc1OCC(=O)NCc1cccnc1	-16.3	9.2	6.5	6.2	4.6	-10.4	2.8	6.3	-5.7	2.4	10.0
O=C(O)C1CCC2CCCC21 (stereo unspecified)	16.7	6.7	.	-2.8	-4.9	-6.7	-1.0	-3.7	8.1	2.4	.
CC12CN3CC(C)(CN(C1)C3c1ccc3c(c1)OCO3)C2=O (stereo unspecified)	-5.9	-2.8	-8.0	6.9	-7.9	15.0	9.7	3.2	-5.2	-8.5	4.8
O=C(NC1(C(F)(F)F)NC(=O)N(Cc2ccco2)C1=O)c1cccs1 (stereo unspecified)	21.7	7.5	8.1	-23.5	19.1	7.3	8.3	13.0	2.4	-7.1	5.0
O=C(N/N=C/c1ccc(OCc2ccccc2)cc1)c1cccs1	-8.2	-38.2	13.2	-81.4	-4.7	-61.2	-57.1	-36.5	-19.4	5.7	-23.2
O=C(COC(=O)c1n[nH]c(=O)c2ccccc12)NCc1ccccc1	2.9	31.0	1.1	-0.3	-11.8	7.8	-4.2	2.6	17.0	-3.6	13.6
Cc1ccc(C2C(C#N)=C(N)OC3=C2C(=O)CCC3)s1 (stereo unspecified)	8.6	-14.2	2.9	10.8	6.9	6.5	-11.4	-7.7	-15.8	-7.1	6.5
O=C(Nc1ccccc1)n1cc(-c2ccccn2)c(N2CCOCC2)n1	-2.7	-7.1	-4.8	-19.2	13.5	1.4	-0.9	-7.2	-0.5	-2.8	1.8
O=C(COc1ccccc1C(=O)N/N=C\c1ccc(O)c(O)c1)N/N=C/c1ccc(O)c(O)c1	45.8	-1.8	4.0	-14.0	-10.0	-17.6	-9.1	0.2	-6.6	7.8	.
Clc1cnc(N/N=C/c2cccs2)c(Cl)c1	-40.8	-10.8	-6.3	-91.1	-8.1	-79.0	-89.8	-64.0	-3.5	0.8	-27.7
Cc1ccc(-c2nc3ccccc3o2)cc1NC(=O)Cc1cccs1	-18.2	6.4	-3.2	-0.4	3.9	-31.4	23.5	1.4	-3.8	5.0	-9.1
Cc1cc(C(F)F)n2nc(C(=O)Nc3ccc(F)cc3F)nc2n1	-5.9	-2.9	-19.1	-6.2	-0.5	2.2	1.0	10.5	8.8	-11.6	1.3
COCCNC(=O)CSc1nc(-c2ccccc2)cs1	-26.8	-9.0	-13.0	-56.0	-3.0	-31.1	-55.5	-15.6	-22.1	-20.4	-16.5
COc1ccc(CC(=O)N2CCC3(CC2)NCCc2[nH]cnc23)cc1	-2.0	0.9	-4.2	8.0	10.3	5.3	-17.9	7.2	-2.6	-10.3	-7.5
CCOC(=O)CNC(=O)CSc1nc(C(C)C)nc2c1cnn2-c1ccccc1	3.1	-1.0	1.2	10.0	7.1	-11.8	-9.5	0.6	-16.0	6.5	9.4
CCC(=O)N1CCC1(C)C(=O)Nc1ccc2c(c1)OCO2 (stereo unspecified)	-17.3	-2.4	.	3.0	7.6	-1.5	18.2	-12.9	-12.8	-8.6	16.2
CC/C(C)=C1\SC(N2CCOCC2)=NC1=O	8.0	7.0	-10.9	-2.1	-0.4	2.1	-23.0	-7.0	-7.2	17.5	-14.1
CC(C)CNS(=O)(=O)c1ccc(S(=O)(=O)N2CCN(C3CCCC3)CC2)cc1	9.2	-15.3	-0.6	4.2	3.9	-7.2	-17.9	7.1	2.6	5.0	1.3
O=C(CNCc1ccc(F)cc1)Nc1ccccc1[N+](=O)[O-]	16.5	-13.9	2.5	-20.8	-5.6	8.4	-8.2	-6.8	-11.2	-4.1	1.6
C=CCN(CC=C)CC(=O)Nc1ccc(S(N)(=O)=O)cc1	12.5	6.1	0.5	-2.3	-3.4	-5.9	-9.6	-21.4	7.2	10.3	9.4
CCOC(=O)/C=C1\SCC(=O)N1CCOc1cccc(Br)c1	-6.9	1.2	1.1	9.7	3.1	2.4	5.5	7.3	13.2	-4.0	14.5
O=C(N/N=C\c1cc(Br)c(Br)o1)c1cncc(Br)c1	-18.7	-36.2	2.3	13.9	-10.8	16.2	9.3	-21.4	-7.7	-4.7	-14.3
CC(C)Cn1c(N)c(C(=O)COC(=O)c2ccc(Br)cc2)c(=O)n(C)c1=O	18.7	-11.9	19.5	-8.8	3.3	6.7	2.9	36.3	42.6	26.1	10.7
CN(Cc1ccccc1)C(=O)c1cnc2n(c1=O)CCS2	3.7	11.5	1.6	-16.2	-7.3	-5.3	-10.2	3.2	2.8	9.8	12.4
COc1ccc(CNCc2cccn2C)cc1	3.9	13.5	-5.1	4.2	-12.2	-3.7	8.5	-53.0	-2.4	2.9	21.3
CCOC(=O)Cc1cc(=O)[nH]c(/N=C(/NC(=O)c2ccccc2)Nc2ccccc2C(F)(F)F)n1	3.9	0.7	-3.5	-3.6	13.9	0.1	-3.9	1.0	-4.3	-0.2	1.4
Cn1cc(S(=O)(=O)N2CCOCC2)cc1C(=O)O	7.3	-6.7	-3.2	5.1	3.3	-10.6	-1.9	-23.9	-0.2	-0.3	-3.5
O=C(N/N=C/c1cc2c(cc1Br)OCO2)C1COc2ccccc2O1 (stereo unspecified)	-31.4	2.8	-20.3	-39.0	13.9	-56.2	-17.4	-55.4	-39.2	-1.7	4.5
CCCC(C)NC(=O)COC(=O)c1ccccc1SCC(=O)NC(C)CCC (stereo unspecified)	-2.6	-20.1	-0.4	0.1	4.7	1.9	-2.0	6.2	0.4	-11.7	11.3
O=C(CNC(=O)c1ccc(Cl)c([N+](=O)[O-])c1)OC1CCCCC1=O (stereo unspecified)	7.5	-14.9	-3.7	22.2	16.8	1.1	-6.8	7.3	-2.4	2.5	-12.5
